Pin1 inhibitor: inhibitors of human Pin1 | Pin1 FP peptide displacement, HiFluor488, 10 min | Potency, µM (titrated, usually from 115 µM), without a hit: at the highest dose activity, negative = inhibition, hits mostly inhibitors | actives 0.009% (n = 390,000) | AID 504891; active = well fitted inhibition curve with a large enough effect in the polarisation, with a control signal flat, not every such curve was filed as active; inconclusive = small, poorly fitted or top-dose-only effect, or effect the other way, or a change in a side signal; inactive = no such curve, though single readings can be large or run the other way; the % refers to the polarisation; also: % is scaled to controls: 0 for no effect and ±100 for the full control effect
Target sequence (Q13526 whole entry, looked up): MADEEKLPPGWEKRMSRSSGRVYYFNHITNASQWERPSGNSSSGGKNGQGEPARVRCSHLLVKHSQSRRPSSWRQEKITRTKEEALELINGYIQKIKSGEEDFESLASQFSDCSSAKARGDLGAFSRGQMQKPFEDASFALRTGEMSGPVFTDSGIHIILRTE
BAZ2B block: blocks human BAZ2B; Q9UIF8; actives 4.4% (n = 360,000); AID 504333; AlphaScreen BAZ2B-H3K14Ac peptide displacement; Potency, µM (doses to about 114 µM), for inactives: at the top dose activity change, negative = inhibition, most hits filed as inhibitors; also: % is scaled to controls: 0 for no effect and ±100 for the full control effect; nearly all actives have a fitted effect of over 60% in size
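BAZ2B (50 nM) with biotin-H3(5-23)K14Ac peptide (50 nM) in PBS pH 7.4, 0.01% Tween-20, preformed 30 min, then compound 30 min at room temperature; top concentration 110uM. AlphaScreen streptavidin donor/nickel chelate acceptor beads (10 ug/mL final), 20 min dark, signal read.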
BLM inh: blocks DNA unwinding by human BLM helicase | actives 0.2% (n = 350,000) | AID 2528 | recombinant BLM DNA unwinding, fluorescence dequenching | Potency, µM (doses to about 56.1 µM), for the others: top-dose activity change, negative = inhibition, hits mostly inhibitors;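 also: plate controls were vehicle for no effect and no enzyme for full effect; nearly all actives have a fitted effect of over 35% in size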
GLS inh: glutaminase GLS (human) inhibition; O94925; GLS enzymatic activity, qHTS titration; Potency, µM (highest dose often 45.5 µM), for the others: top-dose activity change, negative = inhibition, most hits filed as inhibitors; actives 0.21% (n = 410,000); also: % is scaled to controls: 0 for no effect and ±100 for the full control effect
Target sequence (O94925 whole entry, looked up): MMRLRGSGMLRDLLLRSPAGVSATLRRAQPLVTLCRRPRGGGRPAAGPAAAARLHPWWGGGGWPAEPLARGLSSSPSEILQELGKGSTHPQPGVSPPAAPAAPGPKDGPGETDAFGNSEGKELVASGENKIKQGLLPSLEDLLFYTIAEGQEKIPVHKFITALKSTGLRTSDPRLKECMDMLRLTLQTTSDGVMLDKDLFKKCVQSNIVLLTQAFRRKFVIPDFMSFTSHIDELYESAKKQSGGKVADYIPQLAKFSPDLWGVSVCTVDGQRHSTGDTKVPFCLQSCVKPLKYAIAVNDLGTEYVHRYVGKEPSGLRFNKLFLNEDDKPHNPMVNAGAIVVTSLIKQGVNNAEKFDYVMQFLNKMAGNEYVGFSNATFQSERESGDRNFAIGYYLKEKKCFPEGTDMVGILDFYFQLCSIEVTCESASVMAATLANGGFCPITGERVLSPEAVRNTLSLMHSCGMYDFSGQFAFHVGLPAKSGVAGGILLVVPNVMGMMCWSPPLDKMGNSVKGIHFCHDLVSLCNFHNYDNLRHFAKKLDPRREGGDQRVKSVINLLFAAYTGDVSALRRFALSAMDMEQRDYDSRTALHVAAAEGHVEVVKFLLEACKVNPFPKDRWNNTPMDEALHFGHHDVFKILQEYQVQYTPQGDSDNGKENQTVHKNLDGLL
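Human kidney-isoform GLS in 45 mM KH2PO4 pH 8.2, 0.02% Tween-20, with compound, started with 1mM L-Glutamine (added stock). Glutamate oxidase/HRP/Amplex red coupled fluorescence read at start and after 30 min at RT.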
POLI inh: inhibitors of human DNA polymerase iota; Pol iota fluorescent replication assay, 10 min; AID 588590; Q9UNA4; actives 1% (n = 390,000); Potency, µM (titrated, usually from 115 µM), without a hit: top-dose activity, negative = inhibition, usual class: inhibitors
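Fluorescent replication assay read twice, at 0 min and 10 min after adding 50 nM (final) substrate. Enzyme (10 nM) and compounds were first incubated 15 min at room temperature; enzyme-free buffer wells were negative controls.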
G9a block: G9a (human) methyltransferase inhibition | G9a H3K9 monomethylation, AlphaScreen, 2 h | AID 504332 | Potency, µM (top dose mostly 102 µM), inactives show at the highest dose activity, negative = inhibition, most hits filed as inhibitors | actives 8.8% (n = 350,000) | Q96KQ7; also: % is scaled to controls: 0 for no effect and ±100 for the full control effect; nearly all actives have a fitted effect of over 75% in size
Target sequence (Q96KQ7 913-1193 limits assumed): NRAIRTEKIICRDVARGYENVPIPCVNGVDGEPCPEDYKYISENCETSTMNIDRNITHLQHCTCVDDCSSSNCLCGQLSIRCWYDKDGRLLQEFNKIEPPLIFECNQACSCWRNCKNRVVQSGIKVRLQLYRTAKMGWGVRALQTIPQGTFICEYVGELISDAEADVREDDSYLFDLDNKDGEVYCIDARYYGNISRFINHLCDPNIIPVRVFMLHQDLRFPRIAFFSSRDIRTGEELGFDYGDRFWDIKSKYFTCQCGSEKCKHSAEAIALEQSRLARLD
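AlphaScreen read-out: biotin-H3K9 peptide (500 nM) methylation by 20 nM enzyme with 20 uM SAM, 2 h at room temperature after 15 min compound preincubation; anti-monomethyl H3K9 antibody plus donor/acceptor beads, 10 min dark.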
HP1b chromo inh: inhibitors of HP1-beta chromodomain binding to methylated histone tails; P83916; AlphaScreen HP1-beta / biotin-H3K9me3 peptide binding; Potency, µM (doses to about 114 µM), inactives show at the top dose activity change, negative = inhibition, hits mostly inhibitors; actives 0.56% (n = 390,000); AID 540317; also: nearly all actives have a fitted effect of over 70% in size; inactives centre near 23
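AlphaScreen: HP1-beta (50 nM) preformed 30 min with biotin-H3(1-18)K9me3 peptide (50 nM) in PBS pH 7.4, 0.01% Tween-20. Compound added for 30 min at RT, then streptavidin donor/nickel chelate acceptor beads (10 ug/mL) for 30 min.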
JMJD2A Tudor inh: inhibitors of human JMJD2A Tudor domain; O75164; AlphaScreen JMJD2A-Tudor / H3K4me3 peptide binding; Potency, µM (doses to about 114 µM), inactives show at the highest dose activity change, negative = inhibition, actives largely listed as inhibitors; actives 4.4% (n = 390,000); AID 504339; also: % is scaled to controls: 0 for no effect and ±100 for the full control effect; nearly all actives have a fitted effect of over 50% in size
Tb PGK inh: inhibitors of T. brucei phosphoglycerate kinase; P07378; PGK/GAPDH coupled, Kinase-Glo luminescence, 60 min; Potency, µM (series often up to 57.5 µM), for inactives: top-dose activity change, negative = inhibition, actives largely listed as inhibitors; actives 0.043% (n = 380,000); AID 602233; also: % is scaled to controls: 0 for no effect and ±100 for the full control effect; nearly all actives have a fitted effect of over 60% in size
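Recombinant glycosomal PGK reaction used 1,3-bisphosphoglycerate generated in-well by GAPDH (100nM final) in 100mM TEA pH 7.6, 5mM MgCl2, 0.01% Tween-20. After 60 minutes at room temperature, ATP was read by Kinase-Glo Plus luminescence end-point.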
An asterisk follows results filed as active; i = inactive; ? = inconclusive; / = not tested or not shown; [ ] = remark or other dose. Unless noted, calls follow the shape of the dose curve; as a rule, active = well fitted curve in the direction sought with a large enough effect; inconclusive = small, poorly fitted or top-dose-only effect, or another doubt; inactive = no such curve, though single readings can be large; an effect the other way counts as inactive or inconclusive. Potency is read from the fitted curve at half-maximal effect. An excerpt; the hit share may differ from the screen's.

Pin1 inhibitor | BAZ2B block | BLM inh | GLS inh | POLI inh | G9a block | HP1b chromo inh | JMJD2A Tudor inh | Tb PGK inh | canonical_smiles
-1% | -2% | -10% | 14% | 75%[activator] | 1.6µM* | ? | 56µM* | -2% | CC(C)(C)C(=O)NCC12C=CC(O1)C1C(=O)N(c3ccccc3)C(=O)C12 (stereo unspecified)
4% | 1% | -1% | 0% | 24% | 12%[59 µM] | 41% | -10% | -2% | O=C(Nc1ccc2c(c1)OCO2)C1CCN(S(=O)(=O)Cc2ccccc2)CC1
2% | 0% | -1% | 1% | 16% | 19%[59 µM] | 32% | -1% | -10% | Cc1cc(C)cc(NC(=O)C(CC(C)C)NC(=O)C2CCCCC2)c1 (stereo unspecified)
-1% | 5% | -5% | -9% | -12% | 10% | 50%[activator] | 6% | / | COc1cc(S(=O)(=O)NCc2ccc3c(c2)OCO3)ccc1F
-5% | 1% | 0% | 13% | -13% | -42% | 26% | -9% | 0% | c1cnc2c(Oc3ncnc4sccc34)cccc2c1
-1% | -37% | / | 1% | 14% | -1%[12.7 µM] | -9% | -25% | 1% | COCCn1c(C)cc(C(=O)CN2C(=O)NC3(CCCCCC3)C2=O)c1C
1% | -4% | / | -9% | 14% | 9%[2.33 µM] | 36% | -27% | 0% | Cc1cc(S(=O)(=O)N2CCN(CC(=O)NCCc3cccs3)CC2)ccc1Br
-2% | 3% | -3% | -5% | 134%[activator] | 43%[activator] | 32% | -13% | 3% | Cn1c(COc2ccc([N+](=O)[O-])cc2)nnc1SCC(=O)NCC1CCCO1 (stereo unspecified)
-2% | -4% | -1% | -7% | 21% | ? | 11% | 6.3µM* | 6% | C=CCn1c(-c2cc(OC)c(OC)c(OC)c2)n[nH]c1=S
0% | 6% | -6% | 0% | 11% | 11% | 21% | -10% | -4% | CCN(CC)C(=O)c1c(-c2ccccc2)oc2ccc(OC)cc12
7% | 3% | -2% | ? | 15% | -13% | 19% | -25% | 0% | CCOC(=O)N1CCN(C(=O)c2ccc3c(=O)n(Cc4ccccc4OC)c(=S)[nH]c3c2)CC1
? | ? | -3% | 2% | 43%[activator] | 4% | 42% | 5% | 2% | Cc1nc(/C(N)=N/OC(=O)c2cccc(Cl)c2)c(C(F)(F)F)o1
-17% | 0% | -3% | 8% | ? | -35% | 15% | -19% | 4% | COc1cc(/C=C2\SC(=O)NC2=O)ccc1Oc1cnccn1
2% | ? | -7% | 28% | ? | 6.3µM* | -32% | -20%[11.4 µM] | -3% | CC(=O)N1CCN(c2ccc(NCc3cccs3)cc2)CC1
-3% | -4% | -4% | 3% | 15% | 2% | 40%[activator] | -16% | -1% | CC(=O)N1c2ccc(S(=O)(=O)N3CCC(C(=O)NCCc4ccc(Cl)cc4)CC3)cc2CC1C (stereo unspecified)
2% | 11% | -10% | -1% | 12% | 3%[59 µM] | 21% | -13% | -3% | Cc1cc(OCC(=O)N2CCC(c3nc4ccccc4s3)CC2)ccc1Cl
? | 6% | -18% | 3% | 7% | 3%[12.7 µM] | 45%[activator] | -24% | 6% | CC(C)C[C@H](NC(=O)c1nc[nH]c1C(=O)N[C@@H](CCCCNC(=O)OC(C)(C)C)C(=O)OC(C)(C)C)C(=O)OC(C)(C)C
0% | 1% | -1% | -1% | 18% | -8%[59 µM] | 22% | -14% | -5% | CCOC(=O)c1ccc(CNS(=O)(=O)c2c(C)ccc3nsnc23)o1
-5% | -1% | / | 5% | 7% | -5%[0.501 µM] | 16% | 9% | 2% | CC1CN(C(=O)CCNC(=O)c2ccc(Br)cc2)CC(C)O1 (stereo unspecified)
-3% | -36% | -6% | -10% | 15% | ? | 31% | -23% | -10% | COc1ccc(C(=O)C2CN(c3ccccc3)CC2c2ccc(Cl)cc2)cc1 (stereo unspecified)
0% | -22% | 0% | 9% | 87%[activator] | 22µM* | 18% | -16% | i | FC(F)(F)c1cccc(Cn2c3[n+](c4ccc(C(F)(F)F)cc42)CCCCC3)c1
0% | -4% | 0% | -5% | 6% | -12% | 26% | -12% | -6% | CCn1c(=O)cc(OCC(=O)Nc2ccccc2N2CCN(C)CC2)c2ccccc21
? | 2% | -9% | 5% | 30% | -45%[12.7 µM] | 20% | -18% | 3% | COCCN1CN(S(=O)(=O)c2ccccc2)c2nc3ccccc3nc21
-1% | -30% | -6% | 1% | ? | 8%[59 µM] | 11% | -28% | -9% | CCOc1ccc(S(=O)(=O)Nc2ccc(OC)c(Cl)c2)c2cccnc12
1% | 0% | / | 13% | 1% | ? | 50% | -1% | -17% | O=C(c1cnn(C(=O)c2ccccc2F)c1)c1ccccc1O
20% | / | / | 18% | ? | / | 20% | -22% | 10% | Cc1ccc(NC(=O)C(C)OC(=O)c2nc(Cl)ccc2Cl)cc1S(=O)(=O)N1CCOCC1 (stereo unspecified)
41%[activator] | -6% | -7% | 0% | -16% | ? | 38% | -30% | -2% | Cc1ccc2nc(NC(=O)CCCc3nc4ccccc4s3)sc2c1
1% | / | / | -6% | 15% | / | 11% | 0% | 4% | Cc1cc(=O)[nH]c(SCC(=O)N2CC3(C)CC2CC(C)(C)C3)n1 (stereo unspecified)
-7% | ? | 3% | / | / | -31%[12.7 µM] | / | -8% | / | O=C(O)c1ccc(S(=O)(=O)N[C@H](Cc2ccc(C(F)(F)F)cc2)C(=O)O)cc1
? | -38% | -6% | 0% | 17% | -11% | -8% | ? | -6% | O=C(Nc1cc(Sc2nc3ccccc3s2)cc([N+](=O)[O-])c1)c1ccccc1F

Results in HP1b chromo inh, Pin1 inhibitor and BLM inh, for some of the entries so far:
SMILES | HP1b chromo inh | Pin1 inhibitor | BLM inh
CC(C)C[C@H](NC(=O)c1nc[nH]c1C(=O)N[C@@H](CCCCNC(=O)OC(C)(C)C)C(=O)OC(C)(C)C)C(=O)OC(C)(C)C | 45%[activator] | ? | -18%
CCOC(=O)c1ccc(CNS(=O)(=O)c2c(C)ccc3nsnc23)o1 | 22% | 0% | -1%
CC1CN(C(=O)CCNC(=O)c2ccc(Br)cc2)CC(C)O1 (stereo unspecified) | 16% | -5% | /
COc1ccc(C(=O)C2CN(c3ccccc3)CC2c2ccc(Cl)cc2)cc1 (stereo unspecified) | 31% | -3% | -6%

(cont.)
Pin1 inhibitor | BAZ2B block | BLM inh | GLS inh | POLI inh | G9a block | HP1b chromo inh | JMJD2A Tudor inh | Tb PGK inh | canonical_smiles
1% | ? | -1% | 2% | 3% | -12%[59 µM] | 2% | -5%[57.1 µM] | -1% | Cc1ccc(/C=C/C(=O)NCCCN2CCN(CCCNC(=O)/C=C/c3ccc(C)o3)CC2)o1
1% | ? | 4% | 19% | -9% | 3%[12.7 µM] | 26% | -14% | 6% | CCC(C)(C)NC(=O)C(c1cccnc1)N(C(=O)c1csnn1)c1ccccc1 (stereo unspecified)
5% | -7% | -7% | 2% | 7% | -10%[12.7 µM] | 40% | -17% | -1% | O=C(Cc1ccc(Cl)cc1)Nc1ccccc1N1CCN(C(=O)c2ccccc2)CC1
3% | -16% | -2% | 0% | 17% | 3%[12.7 µM] | 25% | 2% | 1% | CCc1ccccc1NC(=S)N(CCOC)C(C)c1ccco1 (stereo unspecified)
-7% | 3% | -2% | -1% | 15% | 9% | 51%[activator] | -2% | -10% | N#CCCn1cc(C(=O)Nc2ccccc2Br)c(-c2cccs2)n1
0% | -18% | -2% | 3% | 23% | 50% | 27% | ? | -14% | CC(=O)c1cccc(NC(=O)c2sc3nc4n(c(=O)c3c2C)CCCCC4)c1
-3% | / | / | -1% | 44%[activator] | / | 2% | -14% | -7% | COc1ccc(Cl)cc1-c1nc(SCC(=O)N(C)C2CCS(=O)(=O)C2)n[nH]1 (stereo unspecified)
1% | / | / | 1% | 20% | / | 30%[57 µM] | -10% | -2% | C(#CCN1CCOCC1)CCCN1CCOCC1
-3% | -37% | -14% | 1% | 12% | 20µM* | 19% | ? | -6% | COc1ccc(C2C(C(C)=O)=C(O)C(=O)N2Cc2cccnc2)cc1 (stereo unspecified)
2% | -10% | -1% | -13% | -1% | ? | 24% | -6% | 4% | O=C(O)CC12CC3CC(C1)CC(n1ncc(NCc4ccccc4Cl)c(Cl)c1=O)(C3)C2
1% | / | / | / | -9% | / | 19%[57 µM] | -9%[57.1 µM] | / | CC1(C)OC(=O)C2(Cc3cc([N+](=O)[O-])ccc3N3CCCCC32)C(=O)O1 (stereo unspecified)
0% | 5% | -2% | -6% | 113%[activator] | 8.9µM* | -9% | -32%[11.4 µM] | -9% | CCn1c(-c2cccn(Cc3ccc(Cl)cc3Cl)c2=O)n[nH]c1=S
? | -29% | -2% | 0% | 0% | 13µM* | 39% | 2%[57.1 µM] | i | CCC(C)(C)C1CCC(=NNS(=O)(=O)c2ccc(C)c([N+](=O)[O-])c2)CC1 (stereo unspecified)
3% | 3% | / | 34%[activator] | 14% | 6%[2.33 µM] | 35% | -10% | -6% | COc1ccc([C@@H]2CC=C(C(=O)O)[C@H](c3ccccc3F)N2S(=O)(=O)c2ccccc2C)cc1
-1% | -1% | -4% | 0% | 17% | 26% | 57%[activator] | -3% | 1% | COc1ccc(-c2noc(CN(C)Cc3ccccc3)n2)c(OC)c1OC
-4% | -17% | 0% | 6% | 14% | ? | 27% | -28% | -9% | COc1ccc(Nc2nc(OC)nc(N3CCN(c4ccc(OC)cc4)CC3)n2)cc1
-6% | -2% | -1% | 5% | 52%[activator] | 4% | 44%[activator] | -8% | i | Cc1nc(-c2ccc3c(c2)CCC(=O)N3)cs1
-5% | ? | -7% | -3% | -15% | 40µM* | -15% | ? | -6% | COc1ccccc1OCCNc1cc(N2CCOCC2)ccc1[N+](=O)[O-]

Reprinted at random: 2 entries already listed, in no set order.
Pin1 inhibitor | BAZ2B block | BLM inh | GLS inh | POLI inh | G9a block | HP1b chromo inh | JMJD2A Tudor inh | Tb PGK inh | canonical_smiles
3% | -16% | -2% | 0% | 17% | 3%[12.7 µM] | 25% | 2% | 1% | CCc1ccccc1NC(=S)N(CCOC)C(C)c1ccco1 (stereo unspecified)
1% | ? | 4% | 19% | -9% | 3%[12.7 µM] | 26% | -14% | 6% | CCC(C)(C)NC(=O)C(c1cccnc1)N(C(=O)c1csnn1)c1ccccc1 (stereo unspecified)
